BaF3 tox: parental Ba/F3 viability inhibition as JAK2V617F counter-screen. inhibition, % at 5.6 µM. CellTiter-Glo ATP luminescence. 220,000 compounds, 1.1% hits. AID 1486;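 active means inhibition above a per-campaign cutoff, the mean inhibition of all tested compounds plus 3 SD, cut at about 27% in these data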;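 further: 0% = DMSO wells and 100% = JAK Inhibitor I control wells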
PERK inh: human PERK inhibition, primary cell-based screen; Q9NZJ5; CHO PERK-DD fusion, SEAP luminescence translation reporter; inhibition, % at 5.6 µM; 220,000 compounds, 0.17% hits;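 active means inhibition above the mean inhibition of all tested compounds plus 3 SD, set separately per screening campaign, cut at about 2.9% in these data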;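 further: PERK kinase domain activated by AP20187 dimerizer at 100 nM; 0% = DMSO with dimerizer and 100% = rapamycin at 8.4 µM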
S1P4 agonist: human S1P4 receptor agonism; 220,000 compounds, 0.35% hits; S1P4-expressing cell line, agonist reporter assay; AID 1509; activation, % at 4.98 µM; O95977; in the data active means activation above about 11%;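 further: 0% = DMSO vehicle and 100% = reference agonist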
Target sequence (O95977 whole entry, looked up): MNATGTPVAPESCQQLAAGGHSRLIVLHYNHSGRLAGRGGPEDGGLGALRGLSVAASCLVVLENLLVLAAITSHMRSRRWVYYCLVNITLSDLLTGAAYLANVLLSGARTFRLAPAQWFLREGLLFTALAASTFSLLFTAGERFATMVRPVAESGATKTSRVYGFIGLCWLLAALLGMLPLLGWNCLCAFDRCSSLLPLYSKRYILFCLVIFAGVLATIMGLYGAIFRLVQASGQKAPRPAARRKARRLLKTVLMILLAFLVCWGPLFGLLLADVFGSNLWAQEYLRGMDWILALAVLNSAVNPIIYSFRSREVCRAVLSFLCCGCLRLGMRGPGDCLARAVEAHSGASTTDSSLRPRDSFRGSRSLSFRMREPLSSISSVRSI
EP2 modulator: modulators of human EP2 prostaglandin E2 receptor; 260,000 compounds, 0.83% hits; P43116; induction, % at 25 µM; EP2-expressing cells, cAMP HTRF FRET, PGE2 co-stimulation; AID 940;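 active means compounds whose cAMP rise, as percent of the full-agonist control response, exceeds 60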;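 further: rat C6 glioma line stably carrying human EP2 under a CMV promoter; the protocol text gives 20 µM as final concentration; 100% = response of wells given 1 µM PGE2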
m-calpain inh: calpain II (pig) inhibition; purified calpain II, fluorogenic peptide substrate, 30 min; inhibition, % at 16 µM; 220,000 compounds, 0.37% hits;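 active means inhibition above about 50%, limit read from the data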
Ba/F3 V617F tox: reduce viability of Ba/F3 cells dependent on JAK2V617F. 220,000 compounds, 1.1% hits. inhibition, % at 5.6 µM. Ba/F3 EpoR-JAK2V617F viability, ATP luminescence;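 active means inhibition above the campaign mean plus 3 SD over all tested compounds, cut at about 24% in these data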;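 further: cytokine-independent growth of Ba/F3 cells driven by EpoR plus mutant JAK2; 0% = DMSO-treated cells and 100% = JAK inhibitor I control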
TRPML3 agonist: agonists of human TRPML3 channel | Q8TDD5 | HEK293 TRPML3-YFP, Fluo-8 calcium fluorescence; 100% = the carbachol control signal | AID 1448 | 220,000 compounds, 0.29% hits | activation, % at 3 µM;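 active means activation above its plate's cutoff, the mean activation of the plate's test wells plus 3 SD, cut at about 12% in these data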;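 further: 0% = DMSO only wells and 100% = carbachol wells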
Target sequence (Q8TDD5 whole entry, looked up): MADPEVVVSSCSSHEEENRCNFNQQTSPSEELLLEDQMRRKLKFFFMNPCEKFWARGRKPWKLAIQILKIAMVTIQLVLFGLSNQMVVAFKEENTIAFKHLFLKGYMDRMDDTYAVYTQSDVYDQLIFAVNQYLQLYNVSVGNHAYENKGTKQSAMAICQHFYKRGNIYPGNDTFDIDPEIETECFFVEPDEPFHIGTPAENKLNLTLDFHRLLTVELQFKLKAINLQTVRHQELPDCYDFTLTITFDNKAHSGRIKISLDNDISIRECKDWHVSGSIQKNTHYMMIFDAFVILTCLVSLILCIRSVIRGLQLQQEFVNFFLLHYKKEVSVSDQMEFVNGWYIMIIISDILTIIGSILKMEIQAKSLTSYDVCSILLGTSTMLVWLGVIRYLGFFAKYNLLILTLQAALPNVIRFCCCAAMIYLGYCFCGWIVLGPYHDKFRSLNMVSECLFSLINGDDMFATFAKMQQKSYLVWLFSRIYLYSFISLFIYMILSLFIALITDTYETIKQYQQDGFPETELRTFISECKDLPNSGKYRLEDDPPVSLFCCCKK
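system = HEK293 cells stably carrying human TRPML3-YFP | doses = one concentration, 3 µM nominal, 0.3% DMSO | timing = dye loading 1 h 37 °C then 30 min ambient, 125 s read | detection = Fluo-8 calcium dye fluorescence, ex 470-495, em 515-575 nm | benchmarks = high control carbachol 87 µM, low control DMSO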
TRPN1 ag: activates the zebrafish TRPN1 channel. HEK293 zebrafish TRPN1-YFP, Fluo-8 calcium fluorescence; 100% = response to 87 µM carbachol. activation, % at 3 µM. 220,000 compounds, 0.18% hits;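 active means activation above its plate's cutoff, the mean activation of test wells on that plate plus 3 SD, cut at about 19% in these data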;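 further: 0% = DMSO alone and 100% = 87 µM carbachol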
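Material: zebrafish TRPN1-YFP in HEK293 cells; Doses: single test compound dose, 3 µM nominal, 0.3% DMSO; Timing: dye loading 1 h at 37 °C, then 30 min room temperature; Technique: intracellular calcium fluorescence with Fluo-8; Benchmarks: high carbachol 87 µM, low DMSO alone.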
S1P4 antagonist: human S1P4 receptor antagonism; inhibition, % at 4.98 µM; AID 1510; 220,000 compounds, 0.26% hits; S1P4-expressing cells, antagonist mode, reporter read-out; O95977; in the data active means inhibition above about 29%;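 further: 0% = wells stimulated with agonist and 100% = vehicle wells without agonist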
An asterisk follows results filed as active. Compounds as they come; 3.6% or so of the library scored in one or more.

`C=CCn1c(C)cc(/C([O-])=C(/C(=S)Nc2ccc(OC(F)F)cc2)[n+]2ccc(N(C)C)cc2)c1C` gave BaF3 tox 10, PERK inh 0.8, S1P4 agonist -1.3, EP2 modulator -16, m-calpain inh -24, Ba/F3 V617F tox 4, TRPML3 agonist 0.4, TRPN1 ag 0.6 and S1P4 antagonist 4.
CC1CCN(C(=O)CN2C(=O)c3ccccc3S2(=O)=O)CC1 was read as BaF3 tox 3, PERK inh 0.3, S1P4 agonist 0.6, EP2 modulator 17, m-calpain inh -3, Ba/F3 V617F tox -4, TRPML3 agonist 0.8, TRPN1 ag 0.4 and S1P4 antagonist -14.
O=C(Nc1ccc(Br)cc1F)C1CCCN(S(=O)(=O)c2cnc[nH]2)C1 (configuration not stated) was read as BaF3 tox 8, PERK inh -0.2, S1P4 agonist 0.9, EP2 modulator -4, m-calpain inh -2, Ba/F3 V617F tox -3, TRPML3 agonist -0.4, TRPN1 ag 0.6 and S1P4 antagonist -18.
For CC(c1ccc(F)cc1)n1cc(C(=O)NCc2ccccn2)nn1 (configuration not stated) the results were BaF3 tox 0, PERK inh 0.1, S1P4 agonist 0.2, EP2 modulator 6, m-calpain inh 39, Ba/F3 V617F tox -1, TRPML3 agonist 1.5, TRPN1 ag 2.8 and S1P4 antagonist 2.
Screening Cc1ccc(S(=O)(=O)N(C)c2ccccc2C(=O)NC2CCCC2)cc1 returned BaF3 tox 3, PERK inh -0.4, S1P4 agonist 1.2, EP2 modulator 20, m-calpain inh -9, Ba/F3 V617F tox -2, TRPML3 agonist 0.3, TRPN1 ag -2.2 and S1P4 antagonist 12.
For Cc1cc(CN(C)Cc2ccc(OCC(O)CN(C)Cc3ccccc3)cc2)on1 (configuration not stated) the results were BaF3 tox 6, PERK inh -0.4, S1P4 agonist 0.5, EP2 modulator -8, m-calpain inh 7, Ba/F3 V617F tox 0, TRPML3 agonist 0.9, TRPN1 ag 0.8 and S1P4 antagonist -21.
For Cc1ccccc1Nc1nc(N)nc(CN(C)Cc2ccccc2Cl)n1 the results were BaF3 tox 7, PERK inh -1.2, S1P4 agonist 0.9, EP2 modulator 11, m-calpain inh 14, Ba/F3 V617F tox 3, TRPML3 agonist 0.0, TRPN1 ag -1.9 and S1P4 antagonist -16.
CS(=O)(=O)c1cnc2c(S(=O)(=O)c3ccccc3)cnn2c1N was read as BaF3 tox 7, PERK inh 1.6, S1P4 agonist 0.2, EP2 modulator 2, m-calpain inh -37, Ba/F3 V617F tox 0, TRPML3 agonist 1.0, TRPN1 ag 0.2 and S1P4 antagonist -22.
`COc1ccc(C(=O)NCCc2nnc(SCC(=O)Nc3ccccc3F)n2C)cc1` gave BaF3 tox 9, PERK inh 0.5, S1P4 agonist -1.4, EP2 modulator -6, m-calpain inh 20, Ba/F3 V617F tox 4, TRPML3 agonist 0.2, TRPN1 ag 0.3 and S1P4 antagonist 2.
COC(=O)C1=C(C)NC(=O)/C1=C\c1cc(C)n(-c2cc(C)cc(C)c2)c1C was read as BaF3 tox 3, PERK inh -0.6, S1P4 agonist 1.2, EP2 modulator -34, m-calpain inh -9, Ba/F3 V617F tox 3, TRPML3 agonist 0.5, TRPN1 ag -0.8 and S1P4 antagonist -3.
C=CCn1c(=S)[nH]c2sccc2c1=O was read as BaF3 tox -1, PERK inh 0.6, S1P4 agonist 0.0, EP2 modulator 53, m-calpain inh -1, Ba/F3 V617F tox -4, TRPML3 agonist -0.1, TRPN1 ag -2.1 and S1P4 antagonist 1.
For Cc1cc(-c2ccccc2)n2ncc(-c3ccccc3)c2n1 the results were BaF3 tox 5, PERK inh 0.3, S1P4 agonist 0.3, EP2 modulator 62*, m-calpain inh -5, Ba/F3 V617F tox 3, TRPML3 agonist -0.6, TRPN1 ag -0.1 and S1P4 antagonist -11.
Screening CCOC(=O)c1c(NC(=O)/C=C/c2ccco2)sc(C)c1C returned BaF3 tox 0, PERK inh 1.5, S1P4 agonist -0.9, EP2 modulator 17, m-calpain inh -80, Ba/F3 V617F tox -4, TRPML3 agonist 0.3, TRPN1 ag 3.0 and S1P4 antagonist -1.
Screening O=C(Nc1cccn(Cc2cccc(F)c2)c1=O)NC1CCCCC1 returned BaF3 tox 9, PERK inh 0.4, S1P4 agonist -1.0, EP2 modulator -19, m-calpain inh 1, Ba/F3 V617F tox 4, TRPML3 agonist 1.0, TRPN1 ag 1.0 and S1P4 antagonist -17.
COc1cccc(NC(=O)/C=C/c2ccco2)c1 was read as BaF3 tox 7, PERK inh 0.6, S1P4 agonist 1.4, EP2 modulator -12, m-calpain inh -126, Ba/F3 V617F tox 7, TRPML3 agonist 0.5, TRPN1 ag 0.1 and S1P4 antagonist -12.
Screening Cc1noc(/C=C/c2nn(C)cc2Cl)c1[N+](=O)[O-] returned BaF3 tox 1, PERK inh -0.4, S1P4 agonist 1.2, EP2 modulator -47, m-calpain inh 2, Ba/F3 V617F tox -4, TRPML3 agonist 2.0, TRPN1 ag 0.4 and S1P4 antagonist 34*.
Screening CCOC(=O)C1CCCN(Cc2ccc(O)c(OC)c2)C1 (configuration not stated) returned BaF3 tox 7, PERK inh 0.8, S1P4 agonist -0.5, EP2 modulator -7, m-calpain inh 7, Ba/F3 V617F tox 2, TRPML3 agonist 1.1, TRPN1 ag -0.6 and S1P4 antagonist -12.
Screening CCc1ccc(-c2cc(N)n(-c3ccccc3)n2)cc1 returned BaF3 tox 8, PERK inh 0.6, S1P4 agonist -2.2, EP2 modulator 0, m-calpain inh 28, Ba/F3 V617F tox 2, TRPML3 agonist -0.7, TRPN1 ag -1.7 and S1P4 antagonist -7.
`COC(=O)c1nc(NC(=O)c2ccc(F)cc2)n[nH]1` gave BaF3 tox -4, PERK inh 0.3, S1P4 agonist 1.0, EP2 modulator 8, m-calpain inh -17, Ba/F3 V617F tox -3, TRPML3 agonist -0.1, TRPN1 ag 0.8 and S1P4 antagonist 10.
Screening Cc1nn(-c2ccccc2)c(C)c1C(=O)OC/C(O)=C(\C#N)c1nc2ccccc2[nH]1 returned BaF3 tox 4, PERK inh -0.4, S1P4 agonist -2.1, EP2 modulator -36, m-calpain inh -89, Ba/F3 V617F tox -3, TRPML3 agonist -0.7, TRPN1 ag -0.7 and S1P4 antagonist -21.
COc1cccc(C2C3=C(N=c4s/c(=C\c5ccccc5O)c(=O)n42)c2ccccc2CC3)c1OC (configuration not stated) was read as BaF3 tox 1, PERK inh 0.5, S1P4 agonist -0.1, EP2 modulator 4, m-calpain inh -35, Ba/F3 V617F tox 3, TRPML3 agonist 0.6, TRPN1 ag 0.4 and S1P4 antagonist 1.
Screening COc1ccc(COc2cc(-c3cccc(OC)c3)nc3ccc(NC(=O)c4ccc(Cl)cc4)cc23)cc1 returned BaF3 tox 7, PERK inh -0.1, S1P4 agonist 2.2, EP2 modulator -1, m-calpain inh -138, Ba/F3 V617F tox 0, TRPML3 agonist 0.8, TRPN1 ag 1.8 and S1P4 antagonist -6.
`CC(=O)c1cccc(S(=O)(=O)NCCC(=O)O)c1` gave BaF3 tox 34*, PERK inh 0.9, S1P4 agonist 2.5, EP2 modulator 34, m-calpain inh -10, Ba/F3 V617F tox -4, TRPML3 agonist 0.7, TRPN1 ag 0.7 and S1P4 antagonist -37.
For CC1CCC(NC(=O)CN2CCC(n3nnc4cc(F)ccc43)CC2)CC1 (configuration not stated) the results were BaF3 tox 7, PERK inh -0.5, S1P4 agonist -0.8, EP2 modulator -2, m-calpain inh 11, Ba/F3 V617F tox -3, TRPML3 agonist 0.1, TRPN1 ag -0.8 and S1P4 antagonist -11.
For O=C(NCc1ccccc1)c1ccc(Br)cc1 the results were BaF3 tox 5, PERK inh 1.3, S1P4 agonist 0.1, EP2 modulator -7, m-calpain inh -6, Ba/F3 V617F tox 2, TRPML3 agonist 0.1, TRPN1 ag -1.1 and S1P4 antagonist -5.
Cc1cc(-c2onc(C)c2C(=O)O)no1 was read as BaF3 tox 0, PERK inh 1.6, S1P4 agonist 3.2, EP2 modulator 24, m-calpain inh -9, Ba/F3 V617F tox -3, TRPML3 agonist 0.7, TRPN1 ag -0.3 and S1P4 antagonist -11.
Screening Cc1cc2cc(CNC(=O)c3cc4ccccc4o3)ccc2n1C returned BaF3 tox 3, PERK inh -0.9, S1P4 agonist -1.8, EP2 modulator -26, m-calpain inh -94, Ba/F3 V617F tox -5, TRPML3 agonist -0.1, TRPN1 ag 0.5 and S1P4 antagonist -17.
COc1ccc(C(=O)/C=C/Nc2ccc(C)cn2)cc1OC was read as BaF3 tox 6, PERK inh 0.1, S1P4 agonist -0.5, EP2 modulator -30, m-calpain inh -70, Ba/F3 V617F tox -1, TRPML3 agonist 0.5, TRPN1 ag -0.1 and S1P4 antagonist -17.
CC(C)OC(=O)NC(Nc1ccccc1C(=O)O)(C(F)(F)F)C(F)(F)F was read as BaF3 tox 3, PERK inh 2.3, S1P4 agonist 0.3, EP2 modulator 1, m-calpain inh -74, Ba/F3 V617F tox 3, TRPML3 agonist 0.4, TRPN1 ag 2.5 and S1P4 antagonist -1.
CCOC(=O)N1CCC(NC(=O)C2CCCN(S(=O)(=O)c3cccc4nsnc34)C2)CC1 (configuration not stated) was read as BaF3 tox 7, PERK inh -1.3, S1P4 agonist 1.1, EP2 modulator 6, m-calpain inh -4, Ba/F3 V617F tox 3, TRPML3 agonist 0.0, TRPN1 ag -0.7 and S1P4 antagonist -7.
Screening COc1ccc(Cl)cc1NC(=S)N(Cc1ccc(C(=O)O)cc1)Cc1ccc(OC)c(OC)c1 returned BaF3 tox 9, PERK inh 1.2, S1P4 agonist 2.5, EP2 modulator 15, m-calpain inh -92, Ba/F3 V617F tox 3, TRPML3 agonist 0.1, TRPN1 ag 0.1 and S1P4 antagonist 9.
For COc1ccccc1-c1cc(C(=O)NN)[nH]n1 the results were BaF3 tox 2, PERK inh -1.8, S1P4 agonist -0.9, EP2 modulator -36, m-calpain inh 23, Ba/F3 V617F tox -4, TRPML3 agonist -0.5, TRPN1 ag -3.1 and S1P4 antagonist 3.
Cc1ccc(C(=O)N/N=C2\CCSC2)cc1[N+](=O)[O-] was read as BaF3 tox 4, PERK inh 0.6, S1P4 agonist -0.9, EP2 modulator 0, m-calpain inh -12, Ba/F3 V617F tox 2, TRPML3 agonist 0.7, TRPN1 ag -0.4 and S1P4 antagonist -12.
For N/C(=N\OS(=O)(=O)c1ccc(Cl)cc1)c1cccnc1 the results were BaF3 tox 5, PERK inh 0.8, S1P4 agonist -1.4, EP2 modulator -4, m-calpain inh -15, Ba/F3 V617F tox 2, TRPML3 agonist 1.2, TRPN1 ag 1.0 and S1P4 antagonist -2.
CC(=O)Oc1c(Cl)cc(Cl)cc1/C=C/c1ccc2ccccc2n1 was read as BaF3 tox 2, PERK inh 1.1, S1P4 agonist 1.9, EP2 modulator 0, m-calpain inh 7, Ba/F3 V617F tox -5, TRPML3 agonist 1.1, TRPN1 ag 0.9 and S1P4 antagonist 2.
COC(=O)c1oc2ccc(OC)cc2c1N was read as BaF3 tox 5, PERK inh 0.8, S1P4 agonist -1.2, EP2 modulator -2, m-calpain inh -84, Ba/F3 V617F tox -3, TRPML3 agonist 0.5, TRPN1 ag 1.4 and S1P4 antagonist 0.

Assay outcomes from PubChem.
